# Source: PubChem (National Center for Advancing Translational Sciences (NCATS))
# IkB sig inh: IkB Signaling; ABC-DLBCL IkBa-CBG/CBR dual luciferase ratio, 4 h; response scale: scaled: untreated 0%, proteasome inhibitor 100%; Potency, µM (titrated, usually from 57.1 µM), without a hit: top-dose IkBa stabilization activation; actives 0.04% (n = 110,000); active = well fitted curve in the direction sought with a large enough effect in the signal ratio, not every such curve was filed as active; inconclusive = small, poorly fitted or top-dose-only effect, or a change in a side signal; the % refers to the signal ratio;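 also: the direction sought is a rising ratio; 0% = basal untreated cells and 100% = reference inhibitor full response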
#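 Curves were fitted separately to fusion (green), unfused (red) and ratio luminescence, then classed by r2, magnitude and activity. Cells: OCI-Ly3, 4 h compound plus doxycycline at 37C; 10 uM MG-132 defined full response.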
# Peg3 imprint: qHTS Assay for Compounds that Induce Erasure of Genomic Imprints | actives 0.02% (n = 110,000) | mouse ES Peg3-LacZ reporter, beta-gal luminescence, 40 h | Potency, µM (titrated, usually from 60.7 µM), inactives show top-dose activity change, positive = activation, most hits filed as activators | AID 1948, 2009;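 also: 0% = negative control wells on the plate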
#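 Readout: BetaGlo luminescence (5 min, room temp) for LacZ from the normally silent maternal Peg3 allele in female Peg3LacZ-Neo ES cells. Cells 300/well, 40 h, 37C, 5% CO2. Data normalized per plate to negative controls.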
# p53ts 39C tox: qHTS Screen for Compounds that Selectively Target Cancer Cells with p53 Mutations: Cytotoxicity of p53ts Cells at the Nonpermissive Temperature; actives 1.5% (n = 130,000); H1299-p53A138V viability at 39C, ATP luminescence, 24 h; Potency, µM (series often up to 46.1 µM), inactives show at the top dose activity change, negative = cell killing, usual class: cytotoxic; also: nearly all actives have a fitted effect of over 55% in size
# p53ts 32C kill: qHTS Screen for Compounds that Selectively Target Cancer Cells with p53 Mutations: Cytotoxicity of p53ts Cells at the Permissive Temperature. H1299-p53A138V at 32C, ATP luminescence viability, 24 h. Potency, µM (doses to about 46.1 µM), for the others: at the highest dose activity change, negative = cytotoxicity, actives largely listed as cytotoxic. AID 924, 2007. actives 0.93% (n = 130,000);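 also: 0% = DMSO and -100% = full killing by reference compound; nearly all actives have a fitted effect of over 55% in size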
#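 Cells: H1299 p53ts (A138V), 600/well, pre-incubated 16–30 h at 37C. Cpd up to 46 uM, 24 h, 32C. Readout: ATPlite luminescence, 20 min RT. Normalization: DMSO vs tamoxifen 100 uM. AC50 by Hill equation.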
# An asterisk follows results filed as active; u = inconclusive; x = no result given; & = joins results of further samples; ! = not confirmed by another sample; [ ] = dose if it differs, or a comment. Unless noted, calls follow the shape of the dose curve; as a rule, active = well fitted curve in the direction sought with a large enough effect; inconclusive = small, poorly fitted or top-dose-only effect, or another doubt; inactive = no such curve, though single readings can be large; an effect the other way counts as inactive or inconclusive. Unless noted, % is scaled to controls: 0 for no effect and ±100 for the full control effect; potency is read from the fitted curve at half-maximal effect. This is a subset, so the mix of outcomes need not match the whole.
SMILES,IkB sig inh,Peg3 imprint,p53ts 39C tox,p53ts 32C kill
O=C(Nc1ccc(OC(F)(F)F)cc1)c1cccn(Cc2ccccc2Cl)c1=O,-1.5%,-11%[10.9 µM],-27%,9%
N#Cc1cc2c(nc1SCC(=O)Nc1cccc(C(F)(F)F)c1)C1CCN2CC1,-0.5%,5%[10.9 µM],27%,-15%
COP(=O)(OC)[C@@H](O)C(Cl)(Cl)Cl,-0.2%[25.6 µM],9%[16.8 µM],0%[20.6 µM],7%[20.6 µM]
Cc1ccccc1Cn1cccc(C(=O)Nc2nc3ccccc3s2)c1=O,3.3%,-29%[10.9 µM],10µM*,11%
O=C(c1ccc(CS(=O)(=O)c2ccccc2)o1)N1CCC2(CC1)OCCO2,1.3%,-5%,11%,8%
COc1cc2c(cc1OC)[C@H](C)NCC2,0.0%[11.4 µM],0%[16.8 µM],4%[20.6 µM],-6%[20.6 µM]
CCCCn1c(=O)c(C(=O)NCc2ccncc2)c(O)c2ccccc21,1.0%,-3%,-11%,3%
O=c1[nH]c(=O)n(C2CCCCCC2)c(O)c1C=NCC1CCCO1 (centres undefined),-3.1%,-3%,-1%,0%
O=[N+]([O-])c1ccc2nc(N3CCNCC3)ccc2c1,-11%,-43%[inhibitor],-16%,-9%
COC1=CC2C3Cc4ccc(OC)c(O)c4[C@]2(CCN3C)CC1=O (some centres undefined),x,1%,-3%,3%
CCOC(=O)CC(SP(=O)(OC)OC)C(=O)OCC (centres undefined),0.4%,7%,-3%,-9%[1.84 µM]
CN1C(=O)N(C)C(=O)C2(Cc3c(nc4ccccn4c3=O)N3CCC(Cc4ccccc4)CC32)C1=O (centres undefined),0.3%,-8%,19%,8%
CC[N@+]1(C)CCC[C@@H](OC(=O)C(O)(c2ccccc2)c2ccccc2)C1,0.0%[25.6 µM],10%[16.8 µM],16%[20.6 µM],-10%[20.6 µM]
CCC(C)(C)n1nnnc1C(c1cccs1)N1CC=C(c2ccc(F)cc2)CC1 (centres undefined),u,-13%,-1%,2%
CCNC(C)(C)[C@@H](SS)c1ccc(Br)cc1,0.1%[11.4 µM],-13%[10.9 µM],2%[9.22 µM],-4%[9.22 µM]
c1cc(CCN2CCCCC2)ccn1,-0.8%[11.4 µM],1%[10.9 µM],-9%[9.22 µM],5%[9.22 µM]
Cc1ccc(-n2c(=O)[nH]c3ccc(Br)cc3c2=O)cc1,3.7%,-10%[10.9 µM],-7%,1%
CCN[C@]1(c2cccs2)CCCCC1=O,-0.3%[25.6 µM],-4%[16.8 µM],6%[20.6 µM],0%[20.6 µM]
Cc1cccc2sc(NC(=O)c3cccn(Cc4ccccc4)c3=O)nc12,u,-8%[10.9 µM],-26%,-7%
Oc1ccc(Cl)cc1,0.4%,-7%&7%,-14%,-11%
Cc1ccc2c(c1)C1CN(C)CCC1N2C(=O)Cc1cccs1 (centres undefined),-0.1%,-7%,-3%,-3%
CN(C(=O)Cc1ccc(Cl)c(Cl)c1)[C@@H](CN1CCCC1)c1cccc(OCC(=O)O)c1,0.0%&-1.4%,-9%,7%&7%,14%&6%
CC[n+]1c(-c2ccccc2)c2cc(N)ccc2c2ccc(N)cc21,u,-63%&-69%&-48%[inhibitor],2.5µM*,4µM*!
CCCn1c2ccccc2c2nnc(SCC(=O)Nc3cccc(C(C)=O)c3)nc21,u,3%[10.9 µM],u,-19%
CC(=O)c1cccc(NC(=O)c2cccn(Cc3cccc(C)c3)c2=O)c1,u,-1%[10.9 µM],8%,-2%

# Gathered by group: the compounds so far with an aryl thioether with sulfur outside any ring
SMILES,IkB sig inh,Peg3 imprint,p53ts 39C tox,p53ts 32C kill
N#Cc1cc2c(nc1SCC(=O)Nc1cccc(C(F)(F)F)c1)C1CCN2CC1,-0.5%,5%[10.9 µM],27%,-15%
CCCn1c2ccccc2c2nnc(SCC(=O)Nc3cccc(C(C)=O)c3)nc21,u,3%[10.9 µM],u,-19%

# Following part
SMILES,IkB sig inh,Peg3 imprint,p53ts 39C tox,p53ts 32C kill
O=c1[nH]c(=O)n(-c2cccc(Cl)c2)c(O)c1/C=N/c1ccccn1,-1.1%,9%,-2%,-12%
C=C[C@H]1CN2CCC1C[C@@H]2C(O)c1ccnc2ccccc12 (some centres undefined),x,-8%,-25%,0%
CC1=CC(=O)C2=C(C)C[C@H](O)[C@H]3[C@H](C)C(=O)O[C@@H]3C12 (some centres undefined),x,-4%,3%,7%
COc1cccc(-c2cc(C(F)(F)F)n3nc(C(=O)N4CCC5(CC4)OCCO5)cc3n2)c1,-1.8%,2%,-7%,-5%
Cc1ccc(-n2nc3ccc(NC(=O)COc4ccccc4C)cc3n2)cc1,-4.7%,19%[10.9 µM],17%,-17%
CC(=NCc1cccnc1)c1c(O)n(-c2ccc(C)cc2)c(=O)[nH]c1=O,-0.5%,0%,14%,-2%
CC(C)(c1ccc(OCC2CO2)cc1)c1ccc(OCC2CO2)cc1 (centres undefined),u,-2%,u,-15%[1.84 µM]
CCOC(=O)c1c(N)n(Cc2ccco2)c2nc3ccccc3nc12,u,-19%,6%,5%
O=c1cccc2n1CC1CC2CN(c2ncnc3c2cnn3-c2ccccc2)C1 (centres undefined),-0.1%,1%,-4%,-3%
CCOC(=O)c1c(C)n(Cc2ccccc2)c2ccc(OCC(O)Cn3nc(C)nc3C)cc12 (centres undefined),1.8%,-16%,14%,20%
CC1(C)C2CC=C(CN3CCOCC3)C1C2 (centres undefined),-1.0%,1%,-4%,-3%
CC(C)NC(C)C,0.6%,4%,24%,15%[1.84 µM]
C[C@@]12Cc3cnc(-c4ccccc4)nc3C[C@@H]1CC[C@@H]1[C@H]3CC[C@@](C)(O)[C@]3(C)CC[C@@H]12,1.5%[11.4 µM],-18%[10.9 µM],-3%[9.22 µM],-13%[9.22 µM]
O=S(=O)(Nc1nccs1)c1ccc([As](=O)(O)O)cc1,1.1%[11.4 µM],-5%[10.9 µM],4%[9.22 µM],9%[9.22 µM]
O=C(Cn1ncc2ccccc21)N1CCC2(CC1)OCCO2,1.3%,-19%,-6%,4%
Cc1ccc(C2(c3ccc(C)c(O)c3C)CCN(C)CC2)c(C)c1O,1.9%[11.4 µM],11%[10.9 µM],12%[9.22 µM],7%[9.22 µM]
CCN(CC)C(=O)c1ccc(NC(=O)COc2ccc(-c3nn(C)c(=O)c4ccccc34)cc2)cc1,u,-8%[10.9 µM],-13%,-4%
O=C1CS[C@@H](c2ccccc2Cl)c2cc(Cl)ccc2N1,u,-10%,-28%,40%[activator]
O=[As](O)(O)c1ccc(NCc2ccccc2)cc1,1.9%[11.4 µM],-9%[10.9 µM],10%[9.22 µM],0%[9.22 µM]
CCOc1ccccc1NC(=O)c1sc2nc3c(cc2c1N)CN(Cc1ccccc1)CC3,0.8%,10%[10.9 µM],u,13%
c1ccc(N2CCC3(CCNCC3)CC2)cc1,1.3%[11.4 µM],x,-16%,-19%
Cc1nnc(SCc2nc3ccccc3c(=O)n2-c2ccccc2Cl)n1N,-5.5%,-9%,3%,0%
O=C(CCCN1CCC2(CC1)C(=O)NCN2c1ccccc1)c1ccc(F)cc1,0.4%,-13%,19%,8%
COc1cc(CCN)ccc1O,-1.5%,-13%,9%,17%
O=C(C(Cc1ccccc1)NS(=O)(=O)c1cccc2nsnc12)N1CCC2(CC1)OCCO2 (centres undefined),1.7%,-3%,10%,5%
SMILES,IkB sig inh,Peg3 imprint,p53ts 39C tox,p53ts 32C kill
CCCC(C)(COC(N)=O)COC(N)=O,4.1%,11%,-3%,9%[1.84 µM]
Cc1ccc(Cl)cc1N1CCN(C(=O)c2cn(CC(C)C)c(=O)c3c2c2ccccc2n3C)CC1,u,12%[10.9 µM],u,15%
O=C1C[C@@H](c2ccc(O)cc2)Oc2cc(O)cc(O)c21,0.8%[11.4 µM],-25%[16.8 µM],12%[20.6 µM],16%[20.6 µM]
CN1C[C@@H](C(=O)N[C@@]2(C)O[C@]3(O)C4CCCN4C(=O)[C@@H](Cc4ccccc4)N3C2=O)C=C2c3cccc4[nH]cc(c34)C[C@@H]21 (some centres undefined),x,0%,2%,1%
N#CC(C#N)=NNc1cccc(Cl)c1,x,-37%[inhibitor],23%,-20%
C=CCn1c(O)c(C=Nc2ccc(OC)cc2C)c(=O)[nH]c1=O,-2.2%,0%,0%,4%
COCc1cc(C2SCC(=O)Nc3c2c(=O)[nH]n3C(C)C)ccc1OC (centres undefined),3.8%,-18%,4%,9%
Cc1cccc(-n2nc(C)c3c2NC(=O)CSC3c2ccccc2Cl)c1 (centres undefined),1.6%,-11%[10.9 µM],-15%,-2%
COc1ccc(C2=C(C(C)=O)Sc3nnc(-c4ccc(C)cc4)n3N2C(C)=O)cc1OC,u,-26%[10.9 µM],39%[activator],-5%
O=P(O)(OP(=O)(O)c1ccccc1)c1ccccc1 (tested in a mixture with another compound),-0.3%[11.4 µM],-11%[10.9 µM],-4%[9.22 µM],-12%[9.22 µM]
CCCC(C)(COC(N)=O)COC(=O)NC(C)C (centres undefined),-2.8%,-6%&11%&1%,3%,-16%[1.84 µM]
Cc1ccc(OCC(=O)N2CCN(Cc3ccc(F)cc3)CC2)cc1,-1.4%,-12%[10.9 µM],13%,0%
CCCN1CCC[C@H](c2cccc(C#N)c2)C1,1.2%,x,-7%,-9%
CCCSc1nc2ccccc2c(=O)n1-c1ccccc1OC,0.9%,-8%[10.9 µM],3%,14%
Cl/C=C/CCl,2.1%,-2%,-11%,2%[1.84 µM]
CC1C(=O)OC2CCN3CC=C(COC(=O)[C@](C)(O)[C@]1(C)O)C23 (some centres undefined),x,-5%,-9%,6%
O=C(Cn1c(=O)c(C(F)(F)F)nc2ccccc21)N1CCC2(CC1)OCCO2,2.3%,-5%,-13%,5%
COc1ccc2c(c1OC)C(=O)OC2C1c2cc3c(cc2CCN1C)OCO3 (centres undefined),0.0%,-9%&-6%&-4%&-22%&-11%,3%&13%,5%
C[C@H]1CCCC=CC2C[C@H](O)C[C@@H]2[C@H](O)/C=C\C(=O)O1 (some centres undefined),u,-27%,-15%,-25%
CCOc1ccc(CN(CCc2ccc3c(c2)OCO3)Cc2ccc(OC)c(Br)c2)cc1,2.8%,-18%[10.9 µM],-9%,-7%
CCCCC1(C2CCCC2)Cc2cc(OCCCC(=O)O)c(Cl)c(Cl)c2C1=O (centres undefined),x,-10%,12%,10%
Cc1ccc(C2N(c3cc(C)on3)C(=O)C3CCCN32)cc1 (centres undefined),0.3%,-7%,6%,-6%
CCC(=O)O[C@@](Cc1ccccc1)(c1ccccc1)[C@@H](C)CN(C)C,6.1%[25.6 µM],-10%[16.8 µM],6%[20.6 µM],-1%[20.6 µM]
CNC(=O)ON(C(=O)NC)C1N(C)C(=S)SC1(C)C (centres undefined),-0.3%,-11%,4%,5%
COc1ccc(CN2CCN(c3ccccc3)CC2)c(C)c1C,x,x,-9%,-1%
SMILES,IkB sig inh,Peg3 imprint,p53ts 39C tox,p53ts 32C kill
c1ccc(N=NNc2ccccc2)cc1,-0.7%,-11%,-3%,-12%[1.84 µM]
Nc1nnc(CCN2CCCCC2)s1,1.5%,0%,-12%,-6%
O=P(O)(O)COc1ccccc1O,-1.9%,-5%,-2%,6%
CC(C)(O)C1C2OC(=O)C1[C@]1(O)CC3O[C@@]34C(=O)OC2[C@@]14C (some centres undefined),x,-1%,-3%,0%
Cc1ccc(N)c(N)c1,27%,-72%[inhibitor],u,0%[1.84 µM]
CCCN1CCO[C@@H]2c3cc(O)ccc3OC[C@H]21,-4.1%&5.5%,-4%&-15%,u,16%&8%
O=C1CC(=O)N(c2ccc3c(c2)OCO3)C(=O)N1,-1.2%,-6%,2%,8%
CN=C(SCc1ccccc1)c1c(O)n(C)c(=O)n(C)c1=O,1.0%,3%,6%,3%

# Sorted by formula weight (ascending): three of the compounds above.
SMILES,IkB sig inh,Peg3 imprint,p53ts 39C tox,p53ts 32C kill
O=C1C[C@@H](c2ccc(O)cc2)Oc2cc(O)cc(O)c21,0.8%[11.4 µM],-25%[16.8 µM],12%[20.6 µM],16%[20.6 µM]
Cc1ccccc1Cn1cccc(C(=O)Nc2nc3ccccc3s2)c1=O,3.3%,-29%[10.9 µM],10µM*,11%
Cc1nnc(SCc2nc3ccccc3c(=O)n2-c2ccccc2Cl)n1N,-5.5%,-9%,3%,0%
